Screening data (PubChem)
PAFAH1B2 FP inh = PAFAH1B2 enzyme inhibitors, primary screen, biochemical, fluorescence polarization, human. recombinant PAFAH1B2, FP-rhodamine activity probe. inhibition, % at 3.39 µM. actives 1.2% (n = 340,000). AID 492953, 2010;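 active means inhibition above the mean of all tested compounds plus 3 SD, cut at about 24% in these data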;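 further: 0% = enzyme with DMSO and 100% = wells lacking PAFAH1B2; many of its hits are not listed in these tables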
Target sequence (P68402 whole entry, looked up): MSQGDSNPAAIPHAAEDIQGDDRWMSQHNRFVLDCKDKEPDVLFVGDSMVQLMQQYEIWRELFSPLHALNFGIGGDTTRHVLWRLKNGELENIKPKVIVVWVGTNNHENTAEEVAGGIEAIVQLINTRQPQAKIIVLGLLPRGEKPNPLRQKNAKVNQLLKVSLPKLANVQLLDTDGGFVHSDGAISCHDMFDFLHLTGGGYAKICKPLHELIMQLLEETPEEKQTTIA
pPAFAH inh = pPAFAH enzyme inhibitors, primary screen, biochemical, fluorescence polarization, human | Platelet-activating factor acetylhydrolase (Homo sapiens), Q13093 | recombinant pPAFAH, FP-rhodamine probe fluorescence polarization | inhibition, % at 3.39 µM | actives 1.5% (n = 330,000) | AID 463082, 2010;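 active means inhibition above the mean inhibition across the screen plus 3 SD, cut at about 25% in these data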;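 further: inhibitors block binding of the rhodamine activity-based probe so polarization drops; 0% = enzyme with DMSO and 100% = wells lacking pPAFAH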
Target sequence (Q13093 whole entry, looked up): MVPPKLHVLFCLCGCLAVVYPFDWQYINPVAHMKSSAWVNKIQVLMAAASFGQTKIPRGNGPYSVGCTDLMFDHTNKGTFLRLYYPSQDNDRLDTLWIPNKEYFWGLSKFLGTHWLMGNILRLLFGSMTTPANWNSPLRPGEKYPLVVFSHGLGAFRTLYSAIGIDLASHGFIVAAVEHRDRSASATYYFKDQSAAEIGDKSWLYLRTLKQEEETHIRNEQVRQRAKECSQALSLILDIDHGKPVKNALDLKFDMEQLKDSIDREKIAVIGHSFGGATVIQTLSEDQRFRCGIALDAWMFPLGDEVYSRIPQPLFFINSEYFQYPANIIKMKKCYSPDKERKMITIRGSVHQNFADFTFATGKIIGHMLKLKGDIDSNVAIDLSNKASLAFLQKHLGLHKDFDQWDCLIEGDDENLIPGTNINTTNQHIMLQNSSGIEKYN
BCLXL inh = inhibitors of human Bcl-xL, primary screen, biochemical, fluorescence polarization, HTS; AID 2129, 2009; Bcl-2-like protein 1 (Homo sapiens), Q07817; actives 0.7% (n = 320,000); GST-Bcl-xL / FITC-Bim BH3 peptide fluorescence polarization; inhibition, % at 10.9 µM;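 active means inhibition above the mean of all tested compounds plus 3 SD, cutoff set per campaign, cut at about 30% in these data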;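 further: 0% = DMSO wells and 100% = unlabeled Bim-BH3 peptide competitor; inhibitors lower millipolarization by displacing the labeled peptide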
MEX-5 binding = MEX-5 zinc finger RNA-binding disruptors – biochemical, C. elegans, fluorescence polarization, MLPCN library, primary screen. Zinc finger protein mex-5 (Caenorhabditis elegans), Q9XUB2. MEX-5/FITC-TCR2 RNA binding; hits give low values. activity score (negative = inhibition of binding), % at 10 µM. actives 0.38% (n = 300,000);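 active means inhibition past about -25% in most replicates, and total fluorescence under double the plate's negative control median, limit read from the data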;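 further: 0% = DMSO and -100% = 5 µM competing unlabeled TCR2 RNA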
Fam108B counter = mouse Fam108B serine hydrolase inhibitors, primary screen, counter-screen for RBBP9 inhibitor project, biochemical, fluorescence polarization; recombinant Fam108B, FP-Rh probe fluorescence polarization; inhibition, % at 9.51 µM; actives 0.33% (n = 300,000);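 active means inhibition above the screen mean inhibition plus 3 SD, computed separately per campaign, cut at about 18% in these data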;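 further: inhibitors lower polarization as less probe binds the enzyme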
PME-1 primary = PME-1 inhibitors via competitive probe labeling, primary screen, biochemical, fluorescence polarization, FP-Rh probe, HTS; inhibition, % at 5.9 µM; recombinant PME-1; actives 0.53% (n = 320,000); AID 2130, 2009;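 active means inhibition above the campaign mean of all compounds plus 3 SD, cut at about 26% in these data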;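 further: competitive labeling of PME-1 active site by serine hydrolase directed probe; 0% = PME-1 with DMSO and 100% = wells lacking PME-1 enzyme; inhibitors block probe labeling so polarization falls and inhibition rises; many of its hits are not listed in these tables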
MCL1-BIM inh = inhibitors of MCL1 binding to BIM-BH3, primary screen, biochemical, fluorescence polarization; Induced myeloid leukemia cell differentiation protein Mcl-1 (Homo sapiens), Q07820; GST-MCL1 / FITC-Bim-BH3 fluorescence polarization; actives 0.68% (n = 320,000); inhibition, % at 10.9 µM;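 active means inhibition above the mean inhibition of all tested compounds plus 3 SD, set per campaign, cut at about 40% in these data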;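 further: 0% = DMSO wells and 100% = unlabeled Bim-BH3 peptide control; higher means more loss of mP so more displacement of Bim peptide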
Target sequence (Q07820 whole entry, looked up): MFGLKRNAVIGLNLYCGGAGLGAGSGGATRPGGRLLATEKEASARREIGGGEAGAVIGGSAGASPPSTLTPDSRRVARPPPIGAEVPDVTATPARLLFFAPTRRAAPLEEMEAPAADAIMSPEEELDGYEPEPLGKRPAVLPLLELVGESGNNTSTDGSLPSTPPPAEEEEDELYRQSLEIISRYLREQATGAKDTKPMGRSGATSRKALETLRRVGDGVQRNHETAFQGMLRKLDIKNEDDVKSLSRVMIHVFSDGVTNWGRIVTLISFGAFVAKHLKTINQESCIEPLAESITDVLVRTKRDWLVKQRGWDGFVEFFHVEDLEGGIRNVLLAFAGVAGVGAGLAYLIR
GLD-1 TGE inh = GLD-1/TGE RNA complex disruptors, primary screen, biochemical, fluorescence polarization; purified GLD-1 + fluorescein TGE RNA; actives 0.44% (n = 320,000); inhibition, % at 5.96 µM; AID 2280, 2010;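 active means percent inhibition above a per-plate cutoff, the plate mean of test compounds plus 3 SD, cut at about 30% in these data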;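 further: 0% = DMSO wells with GLD-1 and probe and 100% = wells lacking GLD-1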
AHR activator = AHR activators, primary screen, cell-based, luminescence, luciferase reporter, human; actives 2.5% (n = 320,000); activation, % at 5 µM; Aryl hydrocarbon receptor (Homo sapiens), P35869; AHR-responsive luciferase reporter cells; AID 2796, 2010; in the data active means activation above about 47%;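 further: 0% = vehicle wells and 100% = reference agonist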
Active calls of the source: *. Only part of the results is shown, so the mix of outcomes need not match the whole.

For CCCn1c(SCC(=O)Nc2ccccc2-c2ccccc2)nnc1-c1ccoc1C the results were PAFAH1B2 FP inh 13, pPAFAH inh -3, BCLXL inh 2, MEX-5 binding 1.2, Fam108B counter 3, PME-1 primary 8, MCL1-BIM inh -2, GLD-1 TGE inh 3 and AHR activator -1.
CN(C)CCn1c2c(c(SCC(=O)Nc3cccc4ccccc34)nc1=O)CCCC2 was read as PAFAH1B2 FP inh -3, pPAFAH inh -7, BCLXL inh 2, MEX-5 binding -2.8, Fam108B counter 0, PME-1 primary 2, MCL1-BIM inh 4, GLD-1 TGE inh -6 and AHR activator 5.
Screening CCOC(=O)c1cn2nc(-c3ccc(OC)cc3)cc2nc1C1CCN(C(=O)OC(C)(C)C)CC1 returned PAFAH1B2 FP inh 1, pPAFAH inh 0, BCLXL inh 1, MEX-5 binding 0.9, Fam108B counter 1, PME-1 primary -1, MCL1-BIM inh 3, GLD-1 TGE inh -5 and AHR activator 1.
Screening CCCCC#Cc1ccc(C(=O)NNC(=O)Nc2cc(Cl)cc(Cl)c2)o1 returned PAFAH1B2 FP inh 1, pPAFAH inh -3, BCLXL inh 4, MEX-5 binding 0.3, Fam108B counter -10, PME-1 primary -16, MCL1-BIM inh -4, GLD-1 TGE inh -5 and AHR activator 4.
O=C(O)c1cccc(NC(=O)c2ccc3c(c2)C(=O)N(c2cccc([N+](=O)[O-])c2)C3=O)c1 was read as PAFAH1B2 FP inh 2, pPAFAH inh 1, BCLXL inh 2, MEX-5 binding 1.5, Fam108B counter 2, PME-1 primary 6, MCL1-BIM inh -2, GLD-1 TGE inh -2 and AHR activator 9.
CCCn1nnnc1SCC(=O)Nc1sc(C)c(C)c1C#N was read as pPAFAH inh 4, BCLXL inh 3, MEX-5 binding -2.9, Fam108B counter 5, PME-1 primary 0, MCL1-BIM inh -5, GLD-1 TGE inh -2 and AHR activator 30.
COc1ccc(/C=C/C(=O)NC2=NCCS2)cc1OC was read as PAFAH1B2 FP inh 6, pPAFAH inh 3, BCLXL inh 2, MEX-5 binding 1.6, Fam108B counter 4, PME-1 primary 1, MCL1-BIM inh 2, GLD-1 TGE inh 2 and AHR activator 22.
CC1CCN(S(=O)(=O)c2ccc(NC(=O)c3ccncc3)cc2)CC1 was read as PAFAH1B2 FP inh 29*, pPAFAH inh -1, BCLXL inh 1, MEX-5 binding 0.5, Fam108B counter 0, PME-1 primary -2, MCL1-BIM inh -5, GLD-1 TGE inh -3 and AHR activator 3.
For CCC1C(C#N)=C(N)OC2=C1C(=O)CC(C)(C)C2 (stereo unspecified) the results were PAFAH1B2 FP inh -3, pPAFAH inh 3, BCLXL inh -4, MEX-5 binding 0.2, Fam108B counter -1, PME-1 primary 2, MCL1-BIM inh -4, GLD-1 TGE inh 0 and AHR activator -2.
Screening CCOC(=O)CSc1nc(C)c(C(=O)OCC)s1 returned PAFAH1B2 FP inh 1, pPAFAH inh 0, BCLXL inh 4, MEX-5 binding -3.8, Fam108B counter 3, PME-1 primary -5, MCL1-BIM inh -1, GLD-1 TGE inh 4 and AHR activator 7.
Cn1cc(CN2CCc3sccc3C2)c(-c2ccccc2F)n1 was read as PAFAH1B2 FP inh 4, pPAFAH inh -3, BCLXL inh 8, MEX-5 binding 0.1, Fam108B counter 2, PME-1 primary -4, MCL1-BIM inh 7, GLD-1 TGE inh 5 and AHR activator 2.
`CC(=O)OCCNc1nc(-c2ccccc2)nc2ccccc12` gave PAFAH1B2 FP inh 5, pPAFAH inh 1, BCLXL inh 1, MEX-5 binding 1.0, Fam108B counter -4, PME-1 primary -9, MCL1-BIM inh 5, GLD-1 TGE inh -10 and AHR activator 58*.
Screening Cc1ccc(C)c(Cn2c(=O)n(CCC(=O)NCc3ccco3)c(=O)c3sccc32)c1 returned PAFAH1B2 FP inh -4, pPAFAH inh -9, BCLXL inh 0, MEX-5 binding -3.7, Fam108B counter -10, PME-1 primary -5, MCL1-BIM inh 1, GLD-1 TGE inh 1 and AHR activator 0.
Screening O=C(NNC(=S)NCc1ccco1)c1cccs1 returned PAFAH1B2 FP inh -1, pPAFAH inh 3, BCLXL inh -4, Fam108B counter -4, PME-1 primary -3, MCL1-BIM inh 1, GLD-1 TGE inh -3 and AHR activator 1.
For COc1ccc(Cn2c(=O)sc3ccccc32)cc1OC the results were PAFAH1B2 FP inh 3, pPAFAH inh 4, BCLXL inh 2, MEX-5 binding 3.1, Fam108B counter -1, PME-1 primary -3, MCL1-BIM inh 3, GLD-1 TGE inh 1 and AHR activator 1.

Molecules from the list above that have a halogen, in the order listed:
Screening CCCCC#Cc1ccc(C(=O)NNC(=O)Nc2cc(Cl)cc(Cl)c2)o1 returned PAFAH1B2 FP inh 1, pPAFAH inh -3, BCLXL inh 4, MEX-5 binding 0.3, Fam108B counter -10, PME-1 primary -16, MCL1-BIM inh -4, GLD-1 TGE inh -5 and AHR activator 4.
Cn1cc(CN2CCc3sccc3C2)c(-c2ccccc2F)n1 was read as PAFAH1B2 FP inh 4, pPAFAH inh -3, BCLXL inh 8, MEX-5 binding 0.1, Fam108B counter 2, PME-1 primary -4, MCL1-BIM inh 7, GLD-1 TGE inh 5 and AHR activator 2.

(listing goes on)
For Cc1sc(NC(=O)CSc2nnc(C(C)C)n2C)c(C#N)c1C the results were PAFAH1B2 FP inh -2, pPAFAH inh 4, BCLXL inh 6, MEX-5 binding -2.3, Fam108B counter 5, PME-1 primary 7, MCL1-BIM inh 12, GLD-1 TGE inh -2 and AHR activator 4.
Screening COc1ccc(CNCc2cn(-c3cccc(F)c3)nc2-c2ccc(C)o2)cc1 returned PAFAH1B2 FP inh 5, pPAFAH inh 1, BCLXL inh -2, MEX-5 binding -1.9, Fam108B counter -3, PME-1 primary 5, MCL1-BIM inh -1, GLD-1 TGE inh 2 and AHR activator 10.
For O=C(CCCn1c(=S)[nH]c2cc3c(cc2c1=O)OCO3)NCc1ccco1 the results were PAFAH1B2 FP inh 4, pPAFAH inh 3, BCLXL inh 8, MEX-5 binding -0.7, Fam108B counter -7, PME-1 primary 7, MCL1-BIM inh 8, GLD-1 TGE inh -1 and AHR activator 20.
Screening Cc1cccc(-c2nsc(SCC(=O)N3CCCC3)n2)c1 returned PAFAH1B2 FP inh 5, pPAFAH inh 7, BCLXL inh 5, MEX-5 binding 1.5, Fam108B counter 0, PME-1 primary 2, MCL1-BIM inh 9, GLD-1 TGE inh -2 and AHR activator -15.
For Cc1nn(C)cc1CNC(=O)C1CCC(=O)N(Cc2cccc(C(F)(F)F)c2)C1 (stereo unspecified) the results were PAFAH1B2 FP inh 3, pPAFAH inh 4, BCLXL inh 2, MEX-5 binding 0.9, Fam108B counter -3, PME-1 primary 8, MCL1-BIM inh -2, GLD-1 TGE inh -2 and AHR activator -6.
`Cc1ccccc1NC(=S)N1CCN(c2ccccc2C)CC1` gave PAFAH1B2 FP inh 5, pPAFAH inh -7, BCLXL inh -14, MEX-5 binding -0.1, Fam108B counter 2, PME-1 primary 8, MCL1-BIM inh -14, GLD-1 TGE inh -3 and AHR activator 4.
For CC(C)CNC(=O)C(=O)Nc1cc2c3c(c1)C(C)C(=O)N3CCC2 (stereo unspecified) the results were PAFAH1B2 FP inh 0, pPAFAH inh -1, BCLXL inh 4, MEX-5 binding 0.9, Fam108B counter -1, PME-1 primary -18, MCL1-BIM inh 4, GLD-1 TGE inh 3 and AHR activator 13.
`CCOc1ccc(N(CC(=O)NCc2ccccc2)C(=O)CCC(=O)Nc2nccs2)cc1` gave PAFAH1B2 FP inh -2, pPAFAH inh 2, BCLXL inh 2, MEX-5 binding 1.5, Fam108B counter -3, PME-1 primary 4, MCL1-BIM inh 1, GLD-1 TGE inh 3 and AHR activator 3.
`CCOc1ccccc1NC(=O)CN1CCN(Cc2ccccc2)CC1` gave PAFAH1B2 FP inh -2, pPAFAH inh 3, BCLXL inh 8, MEX-5 binding -0.3, Fam108B counter -1, PME-1 primary -5, MCL1-BIM inh 7, GLD-1 TGE inh -5 and AHR activator 3.
c1ccc(-n2nnnc2Sc2ncnc3sc4c(c23)CCCC4)cc1 was read as PAFAH1B2 FP inh 0, pPAFAH inh 6, BCLXL inh 7, MEX-5 binding 1.9, Fam108B counter 1, PME-1 primary 5, MCL1-BIM inh 2, GLD-1 TGE inh 0 and AHR activator 0.
`C=CCc1ccccc1OCC(O)CN1CCN(c2ccccc2OC)CC1` (stereo unspecified) gave PAFAH1B2 FP inh 4, pPAFAH inh 7, BCLXL inh 4, MEX-5 binding 1.6, Fam108B counter 2, PME-1 primary -2, MCL1-BIM inh 3, GLD-1 TGE inh 2 and AHR activator -1.
For O=C(Nc1ccc(-c2cn3c(n2)SCC3)cc1)c1ccco1 the results were PAFAH1B2 FP inh 2, pPAFAH inh -3, BCLXL inh -3, MEX-5 binding 1.1, Fam108B counter 2, PME-1 primary 2, MCL1-BIM inh 4, GLD-1 TGE inh -5 and AHR activator -1.
For CC1(C)Cc2ccccc2-c2nnc(C(F)(F)F)n21 the results were PAFAH1B2 FP inh 4, pPAFAH inh -3, BCLXL inh 0, MEX-5 binding 0.7, Fam108B counter 5, PME-1 primary -5, MCL1-BIM inh 2, GLD-1 TGE inh -1 and AHR activator -6.
For Nc1ncn([C@@H]2O[C@H](CO)[C@@H](O)[C@H]2O)c(=O)n1 the results were PAFAH1B2 FP inh 7, pPAFAH inh 2, BCLXL inh 0, MEX-5 binding 0.1, Fam108B counter 2, PME-1 primary 5, MCL1-BIM inh -2, GLD-1 TGE inh 3 and AHR activator -3.
COCc1c(C(=O)N/N=C/c2ccncc2)nnn1-c1nonc1N was read as PAFAH1B2 FP inh 3, pPAFAH inh -2, BCLXL inh 7, MEX-5 binding -1.7, Fam108B counter 7, PME-1 primary -7, MCL1-BIM inh 11, GLD-1 TGE inh 3 and AHR activator 4.
For COCc1c(Br)c(C)nc(OCC(=O)N/N=C/c2ccco2)c1C#N the results were PAFAH1B2 FP inh 2, pPAFAH inh 0, BCLXL inh -8, MEX-5 binding 0.8, Fam108B counter 3, PME-1 primary 9, MCL1-BIM inh 18, GLD-1 TGE inh 4 and AHR activator 5.
